Screening data deposited in PubChem by Broad Institute.
E-selectin induc: E-selectin induction in HUVECs, primary screen, imaging, HUVEC, immunofluorescence imaging, single point | P16581 | normalized: neutral wells 0, TNF-alpha wells 100 | activation, % at 7.58 µM | hit rate 0.37% among 260,000 | AID 686992, 2013;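 active = mean E-selectin-positive cell signal at least 10% of the positive control, reached in at least 60% of replicates, without over 20% cell loss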;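 also: in these data hits start at about 27%; measured in HUVEC primary endothelial cells; signal is the percent of cells scored E-selectin positive by PE staining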
Target sequence (P16581 whole entry, looked up): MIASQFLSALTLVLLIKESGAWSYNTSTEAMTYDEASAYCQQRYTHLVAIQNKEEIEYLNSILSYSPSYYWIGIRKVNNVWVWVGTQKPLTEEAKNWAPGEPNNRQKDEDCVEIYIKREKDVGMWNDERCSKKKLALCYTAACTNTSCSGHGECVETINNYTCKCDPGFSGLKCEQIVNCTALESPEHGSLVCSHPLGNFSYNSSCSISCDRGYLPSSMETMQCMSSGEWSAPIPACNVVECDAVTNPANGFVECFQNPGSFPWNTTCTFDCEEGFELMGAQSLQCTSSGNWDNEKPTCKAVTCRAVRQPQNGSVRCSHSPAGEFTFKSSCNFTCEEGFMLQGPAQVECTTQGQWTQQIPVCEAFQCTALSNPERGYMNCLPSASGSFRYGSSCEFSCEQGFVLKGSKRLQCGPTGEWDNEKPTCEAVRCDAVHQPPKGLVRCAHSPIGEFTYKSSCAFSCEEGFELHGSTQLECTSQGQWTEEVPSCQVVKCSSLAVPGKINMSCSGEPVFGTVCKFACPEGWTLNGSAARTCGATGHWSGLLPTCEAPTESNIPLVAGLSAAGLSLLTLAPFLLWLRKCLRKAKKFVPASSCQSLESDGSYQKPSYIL
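Assay system: HUVEC, human umbilical vein endothelial cells / Amount: 3,000 HUVEC/well / Controls: TNF-alpha positive control, DMSO neutral control / Compound dosing: single concentration / Medium: EGM-2 over gelatin coat / Evaluation: percent E-selectin-positive cells / Signal: immunofluorescence imaging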
miR122 inh: miR-122 Renilla sensor signal increase in Huh7, primary screen, miR-122 inhibitor project, cell-based, single point, plate reader | AID 602342, 2012 | Huh7 miR-122 Renilla luciferase sensor, 48 h; neutral wells = 0, positive control = 100 | hit rate 0.3% among 340,000 | activation (reporter increase), % at 12.5 µM;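 active = mean replicate activation score at least 90 and every replicate individually at or above 90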;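 also: higher luciferase means less miR-122 activity so hits act as miR-122 inhibitors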
RAD52 inh: RAD52 DNA annealing inhibitors, primary screen, biochemical, FRET, single point, set 2; recombinant RAD52 DNA annealing, FRET fluorescence; DNA repair protein RAD52 homolog (Homo sapiens), P43351; inhibition, % at 18.7 µM; hit rate 0.46% among 360,000;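 active = every replicate showing at least 50% inhibition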
Target sequence (P43351 whole entry, looked up): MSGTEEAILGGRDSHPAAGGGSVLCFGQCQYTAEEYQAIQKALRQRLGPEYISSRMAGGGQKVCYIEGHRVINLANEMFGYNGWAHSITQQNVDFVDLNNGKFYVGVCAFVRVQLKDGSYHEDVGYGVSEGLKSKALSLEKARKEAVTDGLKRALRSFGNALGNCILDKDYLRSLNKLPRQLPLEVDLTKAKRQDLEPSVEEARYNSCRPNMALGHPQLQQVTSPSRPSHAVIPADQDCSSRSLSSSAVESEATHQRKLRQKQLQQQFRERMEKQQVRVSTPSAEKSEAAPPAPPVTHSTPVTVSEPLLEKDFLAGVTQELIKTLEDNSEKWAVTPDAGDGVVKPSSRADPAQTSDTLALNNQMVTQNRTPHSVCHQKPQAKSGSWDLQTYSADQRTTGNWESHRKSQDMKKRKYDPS
PglD DTNB: C. jejuni PglD acetyltransferase inhibitors, primary screen, biochemical, DTNB colorimetric, single point. purified PglD enzyme, DTNB colorimetric CoA detection. UDP-N-acetylbacillosamine N-acetyltransferase PglD (Campylobacter jejuni). AID 602405, 2012. hit rate 0.098% among 360,000. inhibition, % at 12.5 µM; in the data active = inhibition above about 16%, passing the limit was not always enough; also: strong numbers were not always called active
Cneo AK release: Cryptococcus neoformans cell lysis inducers, primary screen, AK release luminescence, single concentration | hit rate 0.2% among 360,000 | C. neoformans lysis, adenylate kinase release luminescence, 4 h; normalised: neutral wells 0, clomiphene wells 100 | lysis activity, % at 15 µM | AID 651654, 2012;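 active = mean lysis activity across replicates of at least 80%, whatever share of replicates individually reach that level; inactive = mean lysis activity below 80%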
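Material – Cryptococcus neoformans yeast cells · Quantity – 5 × 10^6 yeast cells/mL · Buffer or medium – YPD medium · Compound – single dose · Timing – 4 h static compound exposure, 37 °C, read 1 h post-reagent · Signal – adenylate kinase release luminescence · Read-out basis – lysis from increased AK signal · Benchmarks – Clomiphene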
ERAP1 inh: human ERAP1 aminopeptidase inhibitors, primary screen, biochemical, single point, plate reader; Endoplasmic reticulum aminopeptidase 1 (Homo sapiens), Q9NZ08; recombinant ERAP1, Leu-AMC fluorescence, 60 min; inhibition, % at 10.7 µM; hit rate 0.15% among 340,000;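 active = mean replicate inhibition of at least 30%, or all replicates individually reaching that 30% level; inactive = mean below 30% and not every replicate reaching it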;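 also: 0% = neutral control wells and 100% = L-leucinethiol positive control wells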
RAD54 inh: inhibitors of human RAD54 branch migration, primary screen, biochemical, fluorescence, single point | hit rate 0.14% among 360,000 | RAD54 Holliday junction branch migration, FAM/BHQ fluorescence | AID 602329, 2012 | inhibition, % at 10.4 µM;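 active = mean normalized replicate activity at least 40 and at least half of replicates scoring 40 or more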;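 also: 0% = median of neutral control wells and 100% = median of positive control wells; inhibitors cause a drop in the FAM fluorescence signal; in these data hits start at about 50%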
PGC1a acetyl inh: inhibitors of PGC1a acetylation signal, primary screen, cell-based, U2OS, AlphaScreen, inhibitor mode; AlphaScreen anti-acetyl-lysine; with virally co-expressed GCN5 acetyltransferase; inhibition, % at 15.6 µM; hit rate 0.17% among 350,000; AID 651687, 2012;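 active = every replicate shows inhibition of at least 40%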;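 also: 0% = neutral control wells and 100% = positive control wells; some results beyond the cut were filed as inactive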
* hit, by the source's call; i = inactive; . = not tested or not shown; [ ] = dose if it differs, or a comment. Not a hit list. Share with any hit: about 1.4%.

1	CC(C)Cc1nnc(NC(=O)c2ccc3c(c2)NC(=O)C(C)S3)s1 (stereo not given)
2	CS(=O)(=O)Nc1ccc2c(c1)[C@@H]1C[C@H](CC(=O)NC3CCCC3)O[C@H](CO)[C@@H]1O2
3	O=C(c1ccco1)N1CCN(C2CN(Cc3ccc(F)cc3)S(=O)(=O)C2)CC1 (stereo not given)
4	NS(=O)(=O)c1ccc(N/N=C/c2ccc(O)cc2O)c([N+](=O)[O-])c1
5	COCCNC(=O)/C(C#N)=C/c1cccs1
6	CCN(CC(=O)N1CCC(C)CC1)S(=O)(=O)c1ccc(C)cc1

Assay by compound	1	2	3	4	5	6
E-selectin induc	-0.1	-0.6	0.0	-1.9	0.7	0.4
miR122 inh	-7	4[16.7 µM]	2	-16	-3	-2
RAD52 inh	-5	-1	-12	-16	-13	3
PglD DTNB	.	2	3	0	3	1
Cneo AK release	.	4	1	0	-3	1
ERAP1 inh	1	-1	13	.	.	1
RAD54 inh	.	4	-5	4	-14	-4
PGC1a acetyl inh	-3	6	20	3	2	-8

7	Cc1cccc(C)c1NC(=O)C(NC=O)c1ccccc1Cl (stereo not given)
8	CSc1ncccc1C(=O)NCC(c1cccs1)N1CCOCC1 (stereo not given)
9	O=c1c2ccccc2nnn1Cc1ccc(F)cc1
10	COC(=O)c1cc(COc2ccc3oc(C)c(C(=O)OC)c3c2)c(C)o1
11	CCc1ccc(-c2nnn(CCC(=O)OC)n2)cc1
12	CO[C@@H]1CN(C)C(=O)c2cc(NC(=O)Nc3ccccc3)ccc2OC[C@H](C)N(C(=O)CN(C)C)C[C@H]1C

Assay by compound	7	8	9	10	11	12
E-selectin induc	.	8.0	0.5	.	.	0.1
miR122 inh	.	-7	7	0	3	0[16.7 µM]
RAD52 inh	.	-10	-2	-4	.	-1
PglD DTNB	2	.	-6	4	8	2
Cneo AK release	-2	.	2	8	1	2
ERAP1 inh	.	-1	9	15	.	2
RAD54 inh	-13	.	5	3	1	4
PGC1a acetyl inh	2	6	2	-16	-2	1

13	COCC(=O)N(C)C[C@@H]1Oc2cc(C#Cc3ccccc3)ccc2S(=O)(=O)N([C@@H](C)CO)C[C@@H]1C
14	O=c1c(F)cn(C2CCCO2)c(=O)n1Cc1ccccc1Cl (stereo not given)
15	COc1ccc(CN(C)C[C@H]2OCCCC[C@H](C)Oc3ccc(NC(=O)NC(C)C)cc3C(=O)N([C@H](C)CO)C[C@H]2C)cc1
16	c1ccc(-c2nn3c(C4CCCCC4)nnc3s2)cc1
17	O=C(NCc1ccccc1)c1ccc(CS(=O)(=O)c2ccccc2)o1
18	Cc1ccc(-n2nc3c(=O)n(CC(=O)NCCc4ccc(Cl)cc4)nc(C)c3c2C)cc1

Assay by compound	13	14	15	16	17	18
E-selectin induc	-0.1	.	0.5	.	.	0.0
miR122 inh	-8[16.7 µM]	1	-5[16.7 µM]	8	1	-1
RAD52 inh	-10	-4	7	.	.	-1
PglD DTNB	3	-2	-2	-260	1	-3
Cneo AK release	-4	-1	3	5	-3	2
ERAP1 inh	1	2	1	.	.	-1
RAD54 inh	2	2	9	5	-12	4
PGC1a acetyl inh	-2	2	-1	1	-3	3

Part of the list above in order of molar mass, descending.
15	COc1ccc(CN(C)C[C@H]2OCCCC[C@H](C)Oc3ccc(NC(=O)NC(C)C)cc3C(=O)N([C@H](C)CO)C[C@H]2C)cc1
12	CO[C@@H]1CN(C)C(=O)c2cc(NC(=O)Nc3ccccc3)ccc2OC[C@H](C)N(C(=O)CN(C)C)C[C@H]1C
18	Cc1ccc(-n2nc3c(=O)n(CC(=O)NCCc4ccc(Cl)cc4)nc(C)c3c2C)cc1
8	CSc1ncccc1C(=O)NCC(c1cccs1)N1CCOCC1 (stereo not given)
10	COC(=O)c1cc(COc2ccc3oc(C)c(C(=O)OC)c3c2)c(C)o1
17	O=C(NCc1ccccc1)c1ccc(CS(=O)(=O)c2ccccc2)o1
14	O=c1c(F)cn(C2CCCO2)c(=O)n1Cc1ccccc1Cl (stereo not given)
16	c1ccc(-c2nn3c(C4CCCCC4)nnc3s2)cc1

Assay by compound	15	12	18	8	10	17	14	16
E-selectin induc	0.5	0.1	0.0	8.0	.	.	.	.
miR122 inh	-5[16.7 µM]	0[16.7 µM]	-1	-7	0	1	1	8
RAD52 inh	7	-1	-1	-10	-4	.	-4	.
PglD DTNB	-2	2	-3	.	4	1	-2	-260
Cneo AK release	3	2	2	.	8	-3	-1	5
ERAP1 inh	1	2	-1	-1	15	.	2	.
RAD54 inh	9	4	4	.	3	-12	2	5
PGC1a acetyl inh	-1	1	3	6	-16	-3	2	1

Other entries.
19	CC(C)(C)Cc1c(-c2ccc(C#N)cc2)nc2ccc(Cl)cn12
20	CC(=O)Cc1nsc(NC(=O)c2ccc(COc3cccc(C)c3)o2)n1
21	Cc1ccc(-c2nc(CS(=O)CC(=O)NCCN3CCCC3)c(C)o2)cc1 (stereo not given)
22	Cc1cccc(S(=O)(=O)N2C[C@@H](O)COC[C@H]3O[C@H](CC(=O)Nc4ccccc4)CC[C@@H]32)c1
23	COc1ccc(CCNc2ncnc3c2c(C)c(C)n3CCCN(C)C)cc1OC
24	Cc1cc(NC(=O)CC2CCCC2)n(-c2nc3ccccc3[nH]2)n1

Assay by compound	19	20	21	22	23	24
E-selectin induc	-0.1	0.9	0.5	1.0	0.5	.
miR122 inh	2	.	-7	-1[16.7 µM]	2	-5
RAD52 inh	-13	-63	-2	2	6	.
PglD DTNB	-5	-2	4	2	0	0
Cneo AK release	0	-4	19	1	-4	1
ERAP1 inh	1	1	-6	0	-1	.
RAD54 inh	6	0	-12	6	-4	-4
PGC1a acetyl inh	0	.	-6	-5	1	-24

25	Cc1ccc(NC(=O)c2noc3c2CC(C(C)(C)C)CC3)cc1 (stereo not given)
26	O=C1C=C(Nc2ccc(F)cc2)c2ccccc2C1=O
27	CCN(CC)C(=O)Cn1cc(C(=O)C(=O)N2CCc3ccccc32)c2ccccc21
28	COc1cccc2sc(=NC(=O)CS(=O)(=O)c3ccccc3)n(C)c12
29	O=C(N[C@H]1CC[C@H](CCn2cc(-c3ccccn3)nn2)O[C@H]1CO)c1ccncc1
30	O=C(Nc1ccccc1N1CCCC1)C1CCN(S(=O)(=O)c2cccc(C(F)(F)F)c2)CC1

Assay by compound	25	26	27	28	29	30
E-selectin induc	.	-0.2	-1.6	0.5	-0.1	.
miR122 inh	14	15	.	-9	.	.
RAD52 inh	.	-9	-436	-20	-18	-7
PglD DTNB	4	3	.	-6	-1	1
Cneo AK release	0	0	.	3	16	-2
ERAP1 inh	.	4	-2	-5	-1	3
RAD54 inh	1	-7	.	-7	-6	-9
PGC1a acetyl inh	7	10	1	-2	4	.

31	CCCC#Cc1ccc2c(c1)O[C@@H](CN(C)S(C)(=O)=O)[C@H](C)CN([C@H](C)CO)S2(=O)=O
32	CCOC(=O)c1ccc(N2CCN(c3ccccc3F)CC2)c(NC(=O)Nc2ccccc2)c1
33	C[C@H](CO)N1C[C@H](C)[C@@H](CN(C)C(=O)CCCN(C)C)OCCCC[C@H](C)Oc2ccc(NC(=O)C3CCCCC3)cc2C1=O
34	O=C(NCc1cccc(C(F)(F)F)c1)c1csc([C@@H]2C[C@H](O)[C@@H](CO)O2)n1
35	C[C@H](CO)N1C[C@H](C)[C@H](CN(C)CC2CCCCC2)Oc2ccc(NS(=O)(=O)c3ccccc3)cc2CC1=O
36	c1ccc(C2CC(c3cccs3)n3nnnc3N2)cc1 (stereo not given)

Assay by compound	31	32	33	34	35	36
E-selectin induc	-0.1	.	-0.3	-0.4	1.0	.
miR122 inh	0[16.7 µM]	-1	5[16.7 µM]	2	-2[16.7 µM]	-4
RAD52 inh	-11	-7	1	-4	5	.
PglD DTNB	-2	-3	0	1	1	-4
Cneo AK release	-2	3	-2	5	-5	0
ERAP1 inh	2	6	-3	0	0	.
RAD54 inh	-5	-4	14	0	2	3
PGC1a acetyl inh	0	1	-2	11	.	2

37	COc1ccccc1OCC(=O)Nc1ccc(NC(=O)COc2ccccc2OC)cc1
38	CCOC(=O)c1ccccc1NC(=O)CSc1nnc(COc2ccccc2)n1CC
39	CCN1CCN(S(=O)(=O)c2cc3c(cc2Cl)NC(=O)CO3)CC1
40	O=C(C[C@H]1C[C@@H]2c3cc(NC(=O)c4ccc5c(c4)OCO5)ccc3O[C@@H]2[C@@H](CO)O1)NCC1CC1
41	O=C(c1[nH]c(C(F)(F)F)nc1-c1ccccc1)N1CCCN(Cc2ccc(F)cc2)CC1
42	CN=C1S/C(=C\c2ccc(N3CCCC3)c(F)c2)C(=O)N1C

Assay by compound	37	38	39	40	41	42
E-selectin induc	0.0	.	0.5	-0.6	-0.1	0.6
miR122 inh	2	-7	-6	0[16.7 µM]	8	-1
RAD52 inh	-5	.	-21	-10	-6	i
PglD DTNB	-2	5	-1	0	1	1
Cneo AK release	0	0	-1	-4	-1	-2
ERAP1 inh	0	.	8	1	6	-4
RAD54 inh	-8	-7	1	-8	12	3
PGC1a acetyl inh	-1	.	3	1	5	-6

43	N#C[C@@H]1[C@H](c2ccccc2)[C@@H](CO)N1C(=O)c1cc(Cl)cc(Cl)c1
44	CCOc1ccccc1/C=N/Nc1ccccc1[N+](=O)[O-]
45	Cc1cc(O)c(C(C)C)cc1NS(=O)(=O)c1ccccc1
46	COc1ccc(C2CC(C)=C(C#N)S(=O)(=O)C2C#N)cc1 (stereo not given)
47	CC(C)CC(NC(=O)C1CCCCC1)C(=O)NC(C)c1ccccc1 (stereo not given)
48	C[C@@H]1CN([C@@H](C)CO)C(=O)CCCn2cc(nn2)CO[C@@H]1CN(C)S(=O)(=O)c1cccc(F)c1

Assay by compound	43	44	45	46	47	48
E-selectin induc	-0.3	.	.	.	-0.2	0.2
miR122 inh	.	0	1	1	-5	3[16.7 µM]
RAD52 inh	8	.	.	-89	-11	-3
PglD DTNB	3	2	4	2	-10	.
Cneo AK release	-3	2	1	2	5	.
ERAP1 inh	-2	.	.	.	1	.
RAD54 inh	-8	-1	5	2	-13	.
PGC1a acetyl inh	16	-2	-10	-3	7	7

49	COCCN(CCOC)Cc1cc(=O)oc2cc(OC)c(Cl)cc12
50	O=C(CSc1ccc(F)cc1)NNC(=O)c1ccccc1Br
51	COC(=O)C1CSc2[nH]c(=O)sc2C1c1ccccc1 (stereo not given)
52	Cc1ccc(N(C(=O)c2ccco2)C(C(=O)NC2CCCC2)c2cccnc2)cc1C (stereo not given)
53	COc1ccc(CNC(=O)COC(=O)C(CCSC)N2C(=O)c3ccccc3C2=O)cc1 (stereo not given)
54	CCC(=O)N1C[C@H](C)[C@H](OC)CN(C)C(=O)c2cc(NC(=O)Nc3cccc(F)c3)ccc2OC[C@@H]1C
55	CN=C(c1ccco1)n1c(=S)nc(-c2ccco2)n(C)c1=S

Assay by compound	49	50	51	52	53	54	55
E-selectin induc	.	0.0	.	2.8	-0.9	0.8	-1.5
miR122 inh	-4	-4	-1	.	-5	-16[16.7 µM]	0
RAD52 inh	-10	3	-433	-15	-15	5	.
PglD DTNB	-9	4	-2	-8	2	0	-5
Cneo AK release	-1	2	2	-2	-2	0	1
ERAP1 inh	0	-2	1	2	1	1	.
RAD54 inh	11	-5	-45	6	2	-13	-3
PGC1a acetyl inh	4	0	-6	.	0	10	2
